XIAP antagonists: XIAP antagonists, biochemical, IAP family, fluorescence polarization (AID 1018); XIAP BIR domain, fluorescence polarization peptide displacement; higher % means a stronger effect; actives 0.007% (n = 200,000); displacement, % at 20 µM, or IC50 in µM where a hit was titrated; in the data active = displacement above about 50%; note: a part of the inactive calls stands beside numbers as strong as those of hits
Dengue-2 NS5 capping: Dengue-2 NS5 methyltransferase inhibitors, primary screen, biochemical, confirmation dose response (AID 588689). Dengue-2 NS5 methyltransferase capping enzyme assay, biochemical; higher % means a stronger effect. one-dose inhibition, % at 25 µM; IC50 in µM for titrated hits. actives 0.3% (n = 340,000); in the data active = a potency from the dose series; inconclusive = inhibition above about 29% without an active follow-up result
RSV antiviral HEp-2: inhibition of RSV-induced cytopathic effect – HEp-2 cells, primary 10 µM value included (AID 2391); HEp-2 cells, RSV-induced CPE inhibition; higher % means a stronger effect; CPE inhibition, % at 10 µM; hits with a dose series show IC50 in µM; actives 0.13% (n = 310,000); in the data active = a potency from the dose series; inconclusive = CPE inhibition mostly from about 23% at the one dose, without a potency; inactive = the rest, 99 in 100 with CPE inhibition below about 21%; note: strong numbers were not always called active
Rac1 GTP hydrolysis: MgcRacGAP GTPase-activating activity inhibitors, confirmation, biochemical, ADP Hunter fluorescence. MgcRacGAP-stimulated Rac1 GTP hydrolysis, ADP Hunter fluorescence; higher % means a stronger effect; GST-tagged Rac1 F28L mutant substrate. one-dose inhibition, % at 30 µM; IC50 in µM for titrated hits. actives 0.6% (n = 340,000). AID 624330;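 active = first-screen hits whose inhibition reached a set limit at any dose in the follow-up dose series; inconclusive = inhibition above the set first-screen limit but never retested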;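 note: fluorescence reports GDP produced by GAP-driven GTP hydrolysis; strong numbers were not always called active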
LYP inhibition: inhibitors of LYP phosphatase, biochemical, fluorescence intensity, uHTS (AID 1779) | actives 0.054% (n = 290,000) | one-dose inhibition, % at 11.5 µM; IC50 in µM for titrated hits | recombinant LYP phosphatase, fluorescence intensity; higher % means a stronger effect; in the data active = inhibition above about 50%;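 note: plate controls were vehicle with enzyme for no effect and no enzyme for full effect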
Siah-1 displacement: Siah-1 peptide-binding antagonists, primary screen, biochemical, fluorescence polarization, rhodamine-plectin, uHTS (AID 1817); actives 0.02% (n = 290,000); one-dose displacement, % at 20 µM; IC50 in µM for titrated hits; Siah-1 / rhodamine-plectin peptide fluorescence polarization; higher % means a stronger effect;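 active = displacement of at least 50% at 20 µM, with a fluorescence ratio check between 0.3 and a set limit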;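 note: plate controls were Siah plus tracer with DMSO for no effect and tracer alone without Siah for full effect; strong numbers were not always called active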
HIV peptide binding: cell-free HIV fusion peptide-binding blockers – biochemical, uHTS, fluorescence dequenching, primary screen (AID 1986); actives 0.3% (n = 290,000); cell-free peptide binding, fluorescence dequenching, 30 min; higher % means a stronger effect; inhibition, % at 20 µM; hits with a dose series show IC50 in µM; in the data active = inhibition mostly above about 52%, no sharp cut-off; inactive = mostly below about 76%; note: some results filed as inactive read as strong as hits
AID2073: disruptors of CaV2.2 binding to Mint1 – biochemical, HTRF (AID 2073); HTRF protein-protein interaction, Mint1-CaV2.2; higher % means a stronger effect; inhibition, % at 20 µM, or IC50 in µM where a hit was titrated; actives 0.19% (n = 290,000); in the data active = inhibition mostly above about 51%, no sharp cut-off; inconclusive = no clear call, values can overlap the other calls; inactive = mostly below about 53%; note: some results filed as inactive read as strong as hits
Large T inhibition: SV40 large T antigen inhibitors, biochemical (AID 1903); actives 0.39% (n = 310,000); inhibition, % at 20 µM, or IC50 in µM where a hit was titrated; SV40 large T antigen ATPase/helicase inhibition assay; higher % means a stronger effect; in the data active = a potency from the dose series; inconclusive = inhibition mostly from about 32% at the one dose, without a potency; inactive = the rest, 99 in 100 with inhibition below about 32%; note: strong numbers were not always called active
Starred values were filed as active, the others as inactive; ? = inconclusive; nt = not tested or not shown.

#1 CCOC(=O)Cc1ncccc1C(=O)Nc1ccc(OC)cc1
#2 NC(=O)CSc1nnc(-c2cccc(S(=O)(=O)N3CCCCC3)c2)o1
#3 Cc1ccc(-n2cc(CNCCn3nc(C)cc3C)c(-c3ccc(F)cc3)n2)cc1
#4 O=C(CCCN1CCN(c2ccccn2)CC1)c1ccc(F)cc1
#5 CCOC(=O)c1cnc2ccc(Cl)cc2c1N1CCN(C)CC1
#6 CC(C(=O)NCc1ccco1)n1ccc2cc(S(=O)(=O)N3CCCC3)ccc21 (stereo not drawn)
#7 Cc1cccc(NC(=O)Nc2c(C)n(C)n(-c3ccccc3)c2=O)c1C
#8 CC(C)(C)n1ncc2c(=O)n(CC(=O)Nc3ccc4c(c3)OCCO4)cnc21
Assay by compound | 1 | 2 | 3 | 4 | 5 | 6 | 7 | 8
XIAP antagonists | -7.6% | nt | -5.6% | nt | 1.9% | nt | nt | -6.5%
Dengue-2 NS5 capping | -1% | 8% | 2% | -7% | 2% | 3% | -2% | -5%
RSV antiviral HEp-2 | 2.3% | 2.2% | 18% | -1.6% | -2.1% | 0.5% | 3.5% | -0.7%
Rac1 GTP hydrolysis | -6% | 4% | 2% | 6% | 11% | 9% | 7% | 5%
LYP inhibition | -4% | -11% | 14% | nt | -2% | -11% | -10% | 8%
Siah-1 displacement | 0% | 13% | 1% | nt | 4% | 2% | 1% | 1%
HIV peptide binding | -0.3% | 0.2% | 2.5% | nt | -0.6% | -1.1% | -0.4% | 0.7%
AID2073 | -2% | 5% | 18% | nt | 2% | -3% | 2% | ?
Large T inhibition | 10% | 6% | 24% | 8% | 12% | 1% | 1% | 1%

#9 COc1cc(OC)cc(C(=O)Nc2ccccc2-c2nnn(CC(=O)Nc3cc(C)on3)n2)c1
#10 COc1cccc(N2CCN(Cc3ccco3)CC2)c1
#11 O=C(Nc1cccnc1)c1ccc(S(=O)(=O)c2ccc(Cl)cc2)cc1
#12 Cc1ccc(-n2c(C)nnc2SCC(=O)NC2CC2)cc1
#13 c1cc(-n2nnc3cnccc32)ccn1
#14 Cc1ccc(N2N=C(c3ccc(F)cc3)CC2c2ccco2)cc1 (stereo not drawn)
#15 Cc1ccccc1-c1ccc(/C=C2/SC(N3CCOCC3)=NC2=O)o1
#16 COc1ccc(C(=O)Cc2cc3ccccc3oc2=O)cc1
Assay by compound | 9 | 10 | 11 | 12 | 13 | 14 | 15 | 16
XIAP antagonists | nt | nt | 2.5% | nt | nt | -7.7% | nt | nt
Dengue-2 NS5 capping | -7% | -12% | 4% | 1% | 3% | -9% | -2% | -4%
RSV antiviral HEp-2 | 1.0% | -0.3% | 3.9% | 1.3% | 7.5% | 6.9% | 2.3% | 0.5%
Rac1 GTP hydrolysis | 3% | 18% | 2% | 4% | 11% | -1% | 2% | 11%
LYP inhibition | -12% | -6% | 0% | -9% | -4% | -2% | 3% | -6%
Siah-1 displacement | -10% | 0% | -7% | -1% | -2% | -2% | 5% | -2%
HIV peptide binding | 0.5% | -0.6% | -3.1% | 1.3% | -1.1% | -0.9% | 7.1% | -0.7%
AID2073 | 24% | 42% | 0% | 3% | -7% | 26% | -21% | 22%
Large T inhibition | 24% | 5% | 26% | 6% | 13% | 6% | 6% | 1%

#17 O=C1CC(c2ccc(O)cc2)Oc2cc(O)cc(O)c21 (stereo not drawn)
#18 Cc1nnc(N/N=C/c2ccco2)n1N
#19 O=C(CSc1nc2ncccc2[nH]1)Nc1ccc2c(c1)OCCO2
#20 O=C(C1CC(=O)N(c2ccccc2)C1)N1CCCCCC1 (stereo not drawn)
#21 C1=Nc2c(Nc3ccccc3)ncnc2Oc2ccccc21
#22 O=C(CCNC(=O)c1ccccc1)NCCc1ccc(Cl)cc1
#23 CC(=O)NCC(=O)OC(C)C(=O)Nc1ccc(C(C)=O)cc1 (stereo not drawn)
#24 Cc1ccc(C(=O)N2CCN(S(=O)(=O)c3cc(Br)ccc3Br)CC2)o1
Assay by compound | 17 | 18 | 19 | 20 | 21 | 22 | 23 | 24
XIAP antagonists | -18% | -2.3% | -5.5% | nt | -4.8% | nt | -2.3% | nt
Dengue-2 NS5 capping | -7% | -2% | 1% | -5% | -6% | -4% | 5% | -13%
RSV antiviral HEp-2 | -1.0% | 0.6% | 0.9% | 1.4% | 18% | 3.5% | 0.5% | 4.9%
Rac1 GTP hydrolysis | 10% | -4% | 4% | 11% | 1% | 5% | 1% | -1%
LYP inhibition | -1% | -2% | 1% | -10% | -6% | -2% | -7% | 0%
Siah-1 displacement | -4% | 2% | -4% | 4% | 0% | 3% | 2% | 9%
HIV peptide binding | 4.7% | 0.6% | 2.7% | 3.2% | 1.2% | 1.1% | -1.1% | 0.7%
AID2073 | 6% | -12% | -4% | -5% | -1% | 17% | 1% | 5%
Large T inhibition | 18% | -2% | -4% | 7% | 18% | 13% | 9% | 13%

#25 Cc1ccc(C(=O)/C=C\C(=O)c2ccc(C)cc2)cc1
#26 Nn1cc(-c2ccccc2)nc1SCC(=O)NC1CCS(=O)(=O)C1 (stereo not drawn)
#27 CC1CCC(NC(=O)c2cccc(S(=O)(=O)NCc3ccccc3)c2)CC1 (stereo not drawn)
#28 Nc1ccc(C23CC4CC(CC(CO)(C4)C2)C3)cc1
#29 Cn1c(CC(=O)Nc2ccccc2)nnc1SCC(=O)c1ccccc1
#30 CN(CCCNC(=O)c1cccn2c(=O)c3ccccc3nc12)Cc1ccccc1
#31 Cc1ccc(S(=O)(=O)Oc2cccc(/C=N/n3cnnc3)c2)cc1
#32 O=C(Oc1cccc(NC(=O)c2ccco2)c1)c1ccc(Br)c(S(=O)(=O)N2CCCCC2)c1
Assay by compound | 25 | 26 | 27 | 28 | 29 | 30 | 31 | 32
XIAP antagonists | -0.1% | -5.6% | nt | -4.4% | 0.1% | -2.1% | -6.1% | 3.3%
Dengue-2 NS5 capping | -16% | -5% | 1% | -2% | -17% | -6% | -5% | -8%
RSV antiviral HEp-2 | -1.1% | 0.8% | 2.4% | 1.9% | 1.9% | -2.3% | 1.7% | 0.6%
Rac1 GTP hydrolysis | -2% | 9% | 10% | 8% | 3% | 13% | 8% | 4%
LYP inhibition | 1% | -10% | nt | -2% | -2% | -8% | 6% | 3%
Siah-1 displacement | -4% | -2% | nt | -2% | -5% | 2% | -3% | -3%
HIV peptide binding | -0.4% | 2.5% | nt | -2.5% | -1.4% | 0.7% | 3.1% | -0.8%
AID2073 | 25% | -2% | nt | 5% | -17% | 20% | -11% | 15%
Large T inhibition | 19% | 7% | 19% | 6% | 14% | 14% | 3% | 5%

#33 O=C(CSc1nc2ccccc2c(=O)n1CCCN1CCOCC1)NC12CC3CC(CC(C3)C1)C2
#34 NS(=O)(=O)c1ccc(CCNS(=O)(=O)c2ccc(Cl)cc2)cc1
#35 CCc1cc(=O)oc2c(C)c(OCC(=O)N3CC[C@@]4(O)CCCC[C@H]4C3)ccc12
#36 COc1ccc(CC(=O)Nc2cccc(-c3nnc(-c4cccc(C)c4)o3)c2)cc1OC
#37 CCn1c(=O)c(-c2cc(=O)[nH][nH]2)c(O)c2ccccc21
#38 Cc1cc(C(=O)NC2CCCc3c2cnn3-c2ccccc2F)nc(C)n1 (stereo not drawn)
#39 O=[N+]([O-])c1ccc(N2CCN(CCOCCO)CC2)c([N+](=O)[O-])c1
#40 Cc1c(C(=O)NC(=S)Nc2ccc3c4c(cccc24)CC3)cccc1[N+](=O)[O-]
Assay by compound | 33 | 34 | 35 | 36 | 37 | 38 | 39 | 40
XIAP antagonists | -3.6% | nt | nt | -7.6% | -7.7% | nt | -12% | -3.2%
Dengue-2 NS5 capping | -8% | -1% | -1% | -4% | 2% | -2% | -3% | 16%
RSV antiviral HEp-2 | -0.2% | 1.8% | 1.6% | -0.5% | 2.1% | 4.0% | -0.7% | 2.4%
Rac1 GTP hydrolysis | 12% | 8% | 8% | 11% | 7% | 11% | 204µM* | 5%
LYP inhibition | 0% | -6% | -4% | 7% | 0% | -1% | -2% | -4%
Siah-1 displacement | -1% | 4% | 2% | 4% | 12% | -2% | -4% | 4%
HIV peptide binding | -0.8% | 1.1% | 2.6% | -0.1% | 18% | 0.9% | -0.1% | -2.3%
AID2073 | -9% | 2% | ? | 9% | 11% | 2% | 4% | 4%
Large T inhibition | 10% | 9% | 4% | 15% | 0% | 23% | nt | -3%

#41 CCOc1ccc(-c2nc(CCl)cs2)cc1
#42 Cc1ncc([N+](=O)[O-])n1Cc1ccccc1F
#43 N=c1c2c3c(sc2ncn1CCN1CCOCC1)CCCCC3
#44 Cc1ccc(NC(=O)c2cc([N+](=O)[O-])ccc2N2CCOCC2)cc1C
#45 Cc1cc(C)n2nc(SCn3nnc4ccccc4c3=O)nc2n1
#46 CCn1cc(C(=O)NCCc2ccc(OC)c(OC)c2)c(=O)c2cc(S(=O)(=O)N3CCOCC3)ccc21
#47 COc1ccc(OC)c(CCNC(=O)CCc2cn(C)c3ccccc23)c1
#48 Fc1cccc(Cc2noc(CN3CCN(c4cnccn4)CC3)n2)c1
#49 COc1ccccc1N1CCN(c2cc(=O)n(-c3ccc(Cl)cc3)c(=O)[nH]2)CC1
Assay by compound | 41 | 42 | 43 | 44 | 45 | 46 | 47 | 48 | 49
XIAP antagonists | -0.1% | -2.6% | -7.7% | nt | -1.7% | nt | nt | -4.8% | -6.4%
Dengue-2 NS5 capping | -2% | -2% | -4% | -6% | -5% | -6% | -5% | -5% | -1%
RSV antiviral HEp-2 | 2.5% | 3.0% | -0.4% | 4.3% | 0.4% | 0.8% | 1.4% | 1.4% | 0.2%
Rac1 GTP hydrolysis | 7% | 2% | 5% | 9% | -5% | -40% | 4% | 1% | 1%
LYP inhibition | 2% | -1% | 1% | -3% | -7% | -9% | -8% | -3% | -3%
Siah-1 displacement | 1% | 1% | 3% | 0% | 1% | -1% | 2% | 2% | 2%
HIV peptide binding | 0.5% | -0.2% | -0.6% | -0.7% | 2.2% | -1.1% | -0.3% | 0.4% | -2.0%
AID2073 | 11% | 0% | 10% | -5% | 7% | 17% | 3% | -2% | 22%
Large T inhibition | 6% | 3% | 0% | 7% | 14% | -3% | 25% | 7% | nt

Screens as filed in PubChem.
